Xi reactivation: reactivates the inactive X chromosome in mouse fibroblasts; hit rate 0.055% among 360,000; activation, % at 7.58 µM; XiGFP mouse fibroblasts, % GFP-positive cells imaging, 3 d; cells co-treated with 5-aza-dC sensitizer; scaled so ellipticine positive control = 100%; AID 743238;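 active = mean normalized replicate activation at least 10% and every replicate at or above 10%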;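 note: 0% = median of on-plate neutral control wells and 100% = ellipticine 6 µM median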
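Assay system – SV40-immortalized XiGFP fibroblast cells, line 68-5-11 · Buffer or medium – DMEM supplemented with 5-aza-dC as sensitizing agent · Dosing – one concentration, pinned · Benchmarks – positive control ellipticine, 6 µM final · Times – 3 days compound exposure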
ERp5 block: ERp5 (human) disulfide isomerase inhibition; inhibition, % at 9.99 µM; hit rate 0.05% among 350,000; Q15084; ERp5 insulin aggregation, absorbance 650 nm, 90 min;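 active = mean replicate inhibition above about 25%, with every replicate also reaching it, limit read from the data, passing the limit was not always enough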
Target sequence (Q15084 whole entry, looked up): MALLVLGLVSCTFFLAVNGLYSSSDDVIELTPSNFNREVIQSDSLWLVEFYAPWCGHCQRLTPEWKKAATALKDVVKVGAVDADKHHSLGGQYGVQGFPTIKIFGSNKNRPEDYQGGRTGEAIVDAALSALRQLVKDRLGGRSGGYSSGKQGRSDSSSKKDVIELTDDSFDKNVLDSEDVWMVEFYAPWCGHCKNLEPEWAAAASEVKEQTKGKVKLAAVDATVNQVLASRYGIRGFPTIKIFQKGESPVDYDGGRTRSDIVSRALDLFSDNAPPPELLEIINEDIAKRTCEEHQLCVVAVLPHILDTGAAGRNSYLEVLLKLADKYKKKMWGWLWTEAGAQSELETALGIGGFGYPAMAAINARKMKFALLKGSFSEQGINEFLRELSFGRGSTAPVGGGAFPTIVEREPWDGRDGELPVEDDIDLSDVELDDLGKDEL
ERAP1 inh: inhibitors of human ERAP1 aminopeptidase; recombinant ERAP1, Leu-AMC fluorescence, 60 min; hit rate 0.15% among 340,000; inhibition, % at 10.7 µM; AID 652197;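 active = mean replicate inhibition of at least 30%, or all replicates individually reaching that 30% level; inactive = mean below 30% and not every replicate reaching it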;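 note: 0% = neutral control wells and 100% = L-leucinethiol positive control wells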
S100A4 MyoIIA: inhibitors of human S100A4 binding to myosin IIA peptide. P26447. S100A4/TAMRA-MyoIIA peptide fluorescence polarization. inhibition, % at 10.7 µM. hit rate 0.14% among 360,000. AID 652163;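 active = mean inhibition of at least 70% across replicates, with every replicate also reaching that level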
Target sequence (P26447 whole entry, looked up): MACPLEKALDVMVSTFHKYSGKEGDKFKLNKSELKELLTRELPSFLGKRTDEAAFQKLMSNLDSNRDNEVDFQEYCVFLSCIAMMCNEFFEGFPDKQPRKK
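Compound dosing: one dose per compound; test system: human S100A4 monomer with TAMRA-labelled myosin IIA peptide; probe or stimulus: TAMRA-labelled myosin IIA heavy-chain peptide probe, 5 nM; medium: HEPES buffer with Ca2+, pH 7.2; schedule: 5 min incubation before reading; benchmarks: neutral control DMSO, positive control TFP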
RAD54 inh: blocks human RAD54 Holliday junction branch migration; FAM/BHQ fluorescence; inhibition, % at 10.4 µM; hit rate 0.14% among 360,000; AID 602329;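 active = mean normalized replicate activity at least 40 and at least half of replicates scoring 40 or more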;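 note: 0% = median of neutral control wells and 100% = median of positive control wells; inhibitors cause a drop in the FAM fluorescence signal; in these data hits start at about 50%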
RAD52 anneal inh: inhibitors of human RAD52 DNA annealing | hit rate 0.46% among 360,000 | recombinant RAD52 DNA annealing, FRET fluorescence | AID 651710 | inhibition, % at 18.7 µM;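 active = every replicate showing at least 50% inhibition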
Target sequence (P43351 whole entry, looked up): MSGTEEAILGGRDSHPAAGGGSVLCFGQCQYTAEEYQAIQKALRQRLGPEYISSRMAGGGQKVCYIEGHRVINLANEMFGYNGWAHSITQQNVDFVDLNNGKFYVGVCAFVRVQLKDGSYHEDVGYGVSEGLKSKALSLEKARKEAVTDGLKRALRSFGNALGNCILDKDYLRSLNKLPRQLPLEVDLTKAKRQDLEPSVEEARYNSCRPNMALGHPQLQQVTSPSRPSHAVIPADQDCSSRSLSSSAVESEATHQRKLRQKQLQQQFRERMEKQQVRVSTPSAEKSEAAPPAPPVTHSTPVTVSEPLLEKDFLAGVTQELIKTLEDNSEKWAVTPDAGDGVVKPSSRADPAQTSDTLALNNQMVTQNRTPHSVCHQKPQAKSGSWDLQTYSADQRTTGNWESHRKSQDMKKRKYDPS
E-sel inducer: E-selectin induction on HUVECs; P16581; HUVEC E-selectin immunofluorescence imaging; normalized: neutral wells 0, TNF-alpha wells 100; activation, % at 7.58 µM; hit rate 0.37% among 260,000; AID 686992;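 active = mean E-selectin-positive cell signal at least 10% of the positive control, reached in at least 60% of replicates, without over 20% cell loss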;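 note: in these data hits start at about 27%; measured in HUVEC primary endothelial cells; signal is the percent of cells scored E-selectin positive by PE staining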
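material = human umbilical vein endothelial cells (HUVEC), E-selectin induction | quantity = 3,000 cells/well | medium = EGM-2 growth medium on 0.1% gelatin-coated wells | technique = immunofluorescence imaging | read-out basis = % PE-positive cells | control set = TNF-alpha positive control, DMSO neutral control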
esBAF inh: SWI/SNF esBAF complex inhibition; mouse ES cells, Bmi1-luciferase knock-in reporter, 24 h; 100% = twice the neutral-well signal; reporter increase, % at 12.5 µM; hit rate 2% among 350,000; in the data active = activation above about 40%;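 note: 0% = median of the plate's neutral control wells and 100% = double that signal; a rise in the Bmi1 reporter signal indicates esBAF inhibition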
The depositor's hits bear a star; . = not tested or not shown.

Screens in order – Xi reactivation	ERp5 block	ERAP1 inh	S100A4 MyoIIA	RAD54 inh	RAD52 anneal inh	E-sel inducer	esBAF inh
Cc1cc(C)cc(C(=O)NC(CC(N)=O)c2ccc(NC3CCCCCC3)c([N+](=O)[O-])c2)c1 (stereo unspecified)
 : 0.1	7	0	2	-4	-8	0.0	0
CNc1nc(Cl)c(SC)c(N2CCOCC2)n1
 : 0.0	2	-4	1	.	-12	.	.
CCN1/C(=C2\OC(=S)N(C)C2=O)C=Cc2ccccc21
 : 0.1	2	0	2	-5	-490	.	-12
Cc1ccc(-c2ccc(CCC(=O)O)n2-c2ccc(C(=O)O)cc2)cc1
 : 0.1	-3	5	-4	5	-37	0.0	6
COc1ccc(NC(=O)Nc2ccc3c(c2)C(=O)N([C@H](C)CO)C[C@H](C)[C@H](CN(C)C(=O)NC2CCCCC2)OCCCC[C@@H](C)O3)cc1
 : 0.8	-3	2	-28	-2	-1	-0.2	3
COC(=O)[C@@]12C[C@@H](CC(=O)N3CCC(c4ccccc4)CC3)C(=O)N(Cc3cccc4ccccc34)C1=CCC(C)(C)C2
 : 0.4	-2	-1	-2	.	-4	-0.5	.
CO[C@@H]1CN(C)C(=O)c2cc(NC(=O)C3CC3)ccc2OC[C@@H](C)N(C(=O)c2cnccn2)C[C@H]1C
 : -0.3	11	0	-15	9	0	0.3	0
CCOc1ccc(/C=C/C(=O)c2c(O)cc(C)oc2=O)cc1
 : 0.0	2	1	-6	-15	-43	.	32
CCOCCCNC(=S)Nc1ccc2nc(N3CCOCC3)cc(C)c2c1
 : 0.2	3	-4	32	6	7	.	3
CCN(CC)C(=O)C1=C(C)N(Cc2ccc(F)cc2)C(=O)C(CC(=O)NCCCN(C)C)C1 (stereo unspecified)
 : 0.1	-2	.	-3	-2	-4	4.7	-6
O=C(CC1C[C@H](C(=O)N2CCCCC2)[C@@]2(CCc3ccccc3)c3[nH]c4ccccc4c3CCN2C1=O)NCCc1ccccn1 (stereo partly specified)
 : 1.5	0	-1	-2	-1	-11	.	23
CCn1c(SCC(=O)NNC(=O)c2ccc(OC)cc2)nnc1C(C)C
 : 0.0	-1	-7	-8	12	1	.	7
CC(C)(O)C#Cc1ccc([C@H]2[C@@H](CO)N3CCCCN(C(=O)c4ccncc4)C[C@H]23)cc1
 : 0.1	-6	-3	6	-24	-14	-0.1	6
COc1ccc(CCNC(=O)C2CCN(c3ccc(N4CCOCC4)nn3)CC2)c(OC)c1
 : -0.1	-4	3	0	6	24	-0.1	-1
CCCC#Cc1ccc2c(c1)[C@H]1[C@H](CCN1S(=O)(=O)c1ccc(C)cc1)[C@H](CO)N2C
 : 0.0	-5	2	-17	-5	-17	-0.4	-5

No new results follow: entries from further up.
Screens in order – Xi reactivation	ERp5 block	ERAP1 inh	S100A4 MyoIIA	RAD54 inh	RAD52 anneal inh	E-sel inducer	esBAF inh
CCOCCCNC(=S)Nc1ccc2nc(N3CCOCC3)cc(C)c2c1
 : 0.2	3	-4	32	6	7	.	3
CCN(CC)C(=O)C1=C(C)N(Cc2ccc(F)cc2)C(=O)C(CC(=O)NCCCN(C)C)C1 (stereo unspecified)
 : 0.1	-2	.	-3	-2	-4	4.7	-6
O=C(CC1C[C@H](C(=O)N2CCCCC2)[C@@]2(CCc3ccccc3)c3[nH]c4ccccc4c3CCN2C1=O)NCCc1ccccn1 (stereo partly specified)
 : 1.5	0	-1	-2	-1	-11	.	23
CCn1c(SCC(=O)NNC(=O)c2ccc(OC)cc2)nnc1C(C)C
 : 0.0	-1	-7	-8	12	1	.	7
CC(C)(O)C#Cc1ccc([C@H]2[C@@H](CO)N3CCCCN(C(=O)c4ccncc4)C[C@H]23)cc1
 : 0.1	-6	-3	6	-24	-14	-0.1	6

(cont.)
Screens in order – Xi reactivation	ERp5 block	ERAP1 inh	S100A4 MyoIIA	RAD54 inh	RAD52 anneal inh	E-sel inducer	esBAF inh
CCc1cc(=O)oc2cc(C)cc(OCC(=O)NCC3CCC(C(=O)O)CC3)c12 (stereo unspecified)
 : .	-4	-2	-1	3	-8	.	-8
CN(C)c1ccc(-c2cc(O)c3ncccc3c2)cc1
 : 0.0	-2	-1	-3	1	-12	-0.2	-9
CC(=O)Nc1ccc(N(C(=O)c2ccco2)C(C(=O)NC2CCCC2)c2cccs2)cc1 (stereo unspecified)
 : -0.1	1	3	5	4	-8	-0.1	6
Nn1c(-c2ccccc2)nc2cc(Cl)ccc2c1=O
 : 0.2	3	0	4	4	2	0.7	-12
O=C(O)c1ccc(-c2nc(-c3ccccc3)cs2)cc1
 : 0.2	3	3	-1	.	-14	.	.
COc1nc(N(C)S(=O)(=O)c2ccc(C)cc2)nc(C)c1Br
 : 0.0	5	1	-2	-3	13	.	-2
CCc1cccc(NC(=O)CNC(=O)N2CC(=O)Nc3ccccc32)c1
 : 0.0	-8	1	-1	-2	-21	.	4
O=C(c1ccccc1)c1ccc(OC(=O)C2CCCCC2)cc1
 : 0.0	1	0	-3	3	-7	.	4
COCCCNC(=O)CN1C(=O)CSc2ncccc21
 : 0.0	-2	.	0	-11	-26	.	10
CCOC(=O)C1CCCN(C(=O)COC(=O)c2cccs2)C1 (stereo unspecified)
 : 0.3	-4	-3	0	0	-7	-0.2	3
CCOC(=O)[C@H]1[C@H]2COc3ccc(C)cc3[C@@H]2N2C(=O)CN(Cc3ccco3)C(=O)[C@@]12C
 : -0.1	1	-1	-6	3	-31	-0.1	-3
O=C(/C=C/c1ccco1)NCC(=O)N/N=C/c1ccc([N+](=O)[O-])cc1
 : -0.1	-7	0	7	.	-9	0.1	.
C[C@H]1CN([C@@H](C)CO)C(=O)c2cccc(NC(=O)c3nc4ccccc4s3)c2O[C@@H]1CN(C)C(=O)Nc1ccccc1
 : 0.3	3	-3	-31	2	11	0.1	2
Cc1cc(C)nc(Nc2cccc(C(F)(F)F)c2)n1
 : -0.1	3	2	-2	-11	-10	0.1	4
Cc1ccc(/C=C(\NC(=O)c2ccccc2)C(=O)NC2CCN(Cc3ccccc3)CC2)o1
 : 0.0	2	-1	-4	1	2	-0.1	-4

(cont.)
mol | Xi reactivation | ERp5 block | ERAP1 inh | S100A4 MyoIIA | RAD54 inh | RAD52 anneal inh | E-sel inducer | esBAF inh
Nc1ccc(Br)c[n+]1Cc1cccc2cccnc12 | -0.1 | -3 | . | -3 | 3 | -3 | -0.1 | -2
O=C(c1cccc(F)c1)N1CC[C@@H]2[C@H]1c1cc(-c3cccc(F)c3)ccc1N[C@@H]2CO | 0.1 | . | . | . | -9 | . | -0.7 | 1
Cc1ccc(/C=C2\SC(=S)N(CCC(=O)N3CCCCC3)C2=O)cc1 | 0.0 | 1 | 0 | 1 | 27 | -6 | . | 0
Cc1ccccc1-c1ccc([C@H]2[C@@H](CO)N3C(=O)CN(C(=O)Nc4ccc(F)cc4)C[C@H]23)cc1 | 0.0 | -5 | 0 | -10 | . | -21 | -0.4 | .
O/N=C/c1ccn(-c2ccc(Br)cc2)c1 | 0.2 | -6 | 5 | 7 | . | -17 | 3.6 | .
Cc1noc(C)c1NC(=O)N(C)C[C@H]1Oc2cc(C#CCN(C)C)ccc2S(=O)(=O)N([C@@H](C)CO)C[C@@H]1C | 0.0 | -4 | -1 | -3 | -5 | -10 | -0.2 | -2
COc1ccc(NC(=O)CSc2nnc(C3CCCCC3)n2N)cc1OC | 0.0 | . | -3 | -1 | -13 | -6 | . | -1
CC(C)(O)CN(CCCNC(=S)Nc1ccccc1)C(=S)Nc1ccccc1 | -0.1 | 8 | 0 | 0 | . | 10 | -2.7 | .
CN(C)CCNC(=O)c1ccc2c(=O)n(Cc3ccc(Cl)cc3)c(=S)[nH]c2c1 | 0.0 | -5 | -1 | 1 | 7 | 10 | 0.0 | 9
CC(C)(C)OC(=O)N1CCCN(C(=O)Nc2ccc(OC(F)(F)F)cc2)CC1 | 0.0 | -1 | 1 | -3 | -1 | -13 | -1.5 | 4
CC(C)[C@@H]1NC(=O)c2cc([N+](=O)[O-])cc(I)c2OCC[C@@H](C(N)=O)NC(=O)[C@H](CCC(=O)O)NC1=O | 0.0 | 1 | 2 | -2 | -8 | -1 | -0.1 | -6
CC(C)c1ccc(S(=O)(=O)Nc2ccc(O)c(Sc3ncn[nH]3)c2)cc1 | -0.2 | 1 | 2 | -2 | 1 | -2 | -1.1 | 8
CSCCC(NC(=O)c1ccco1)C(=O)N1CCCC(C(F)(F)F)C1 (stereo unspecified) | 0.0 | -3 | -2 | -2 | 11 | 0 | 0.1 | -4
CC(C)CNC(=S)N1CCC(Cc2ccccc2)CC1 | 0.0 | 2 | -3 | -1 | 10 | 1 | -0.3 | -6
CC(C)NCC(O)COc1cccc2ccccc12 (stereo unspecified) | -0.1 | 1 | 0 | -2 | -5 | -5 | 0.0 | 2
Cc1c(NC(=O)CN2C(=O)NC(C)(c3ccccc3)C2=O)c(=O)n(-c2ccccc2)n1C (stereo unspecified) | 0.0 | 6 | -2 | 2 | . | -17 | -1.0 | .
COc1ccc(C)cc1S(=O)(=O)N(C)CC(=O)N1CCN(c2ccccc2)CC1 | 0.1 | -1 | 3 | 15 | . | -20 | . | -5
COc1ccccc1C(=O)Nc1cccc2cccnc12 | 0.1 | -3 | -2 | -2 | 5 | -21 | . | 64*
Cc1ccc(S(=O)(=O)N2CCN(CC(=O)N/N=C/c3ccccc3OCC(=O)O)CC2)cc1 | 0.2 | 0 | 8 | -1 | . | -13 | -0.4 | .
O=C(NN1C(=O)C2C(c3ccccc3)C=CC(c3ccccc3)C2C1=O)c1ccccc1 (stereo unspecified) | 0.0 | 2 | -2 | 1 | . | 0 | 1.8 | 7
O=[N+]([O-])c1cc([N+](=O)[O-])c(Oc2ccc(F)cc2)cc1NN1CCCCC1 | -0.3 | -2 | -3 | 3 | -23 | -7 | 0.0 | 5
O=c1c(-c2ccccc2)cocc1-c1ccccc1 | 0.1 | -4 | 0 | -5 | . | -13 | 0.0 | .
Cc1ccc(C(=O)NNC(=S)NC(=O)c2ccc(Cl)cc2Cl)cc1 | . | -9 | -3 | -4 | . | -3 | . | .

Random excerpt: 2 records from the list, in no set order.
mol | Xi reactivation | ERp5 block | ERAP1 inh | S100A4 MyoIIA | RAD54 inh | RAD52 anneal inh | E-sel inducer | esBAF inh
Cc1ccc(C(=O)NNC(=S)NC(=O)c2ccc(Cl)cc2Cl)cc1 | . | -9 | -3 | -4 | . | -3 | . | .
O=[N+]([O-])c1cc([N+](=O)[O-])c(Oc2ccc(F)cc2)cc1NN1CCCCC1 | -0.3 | -2 | -3 | 3 | -23 | -7 | 0.0 | 5

Compound activity from PubChem BioAssay.
